Source: PubChem BioAssay
GAA850 FXN act: activators of GAA850 frataxin (FXN) promoter; HEK293 lucGAA850 FXN promoter luciferase reporter, 24 h; percent of 10 µM SAHA response; activation, % at 6 µM; AID 540364; 0.56% of 360,000 active;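 active = activation above the average of all compounds screened plus 3 SD, cutoff fixed separately per campaign, cut at about 7.5% in these data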;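 note: 0% = DMSO wells and 100% = 10 µM SAHA wells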
hgDAF-12 ag: hgDAF-12 agonism, primary luciferase screen; HEK293 GAL4-hgDAF12 UAS-luciferase reporter, agonist luminescence; normalized to butyrate control; activation, % at 6.8 µM; 1.8% of 370,000 active; AID 687014;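 active = activation above a cutoff set at the mean of all screened compounds plus 3 SD, cut at about 10% in these data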;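 note: 0% = DMSO wells and 100% = sodium butyrate wells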
ssDAF12 agonist: activators of S. stercoralis DAF-12 nuclear receptor; HEK293 ssDAF-12/GRIP1 lit1-tk-luc reporter, luminescence; % of 3 µM dafachronic acid response; activation, % at 6.8 µM; 1% of 370,000 active;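 active = activation above the mean over all tested compounds plus 3 SD, cut at about 0.9% in these data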;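 note: 0% = DMSO-only wells and 100% = 3 µM delta7-dafachronic acid wells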
NPR1 activator: GC-A (human) enzyme activation; activation, % at 10 µM; 0.14% of 370,000 active; HEK293 GC-A cells, cGMP TR-FRET, EC30 ANP; 0% at EC30 ANP, 100% saturating ANP; in the data active = activation above about 40%
DAX1 inh-1: inhibits human nuclear receptor DAX1; HEK293 Gal4-DAX1 luciferase reporter, luminescence; inhibition, % at 6.75 µM; 0.99% of 340,000 active; AID 504766;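 active = inhibition above the mean over all tested compounds plus 3 SD, cut at about 4.2% in these data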;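 note: 0% = DAX1-transfected cells with DMSO and 100% = empty-vector control cells with DMSO; inhibition shows as a rise in luminescence from relieved DAX1 repression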
HGIII-sPLA2 inh: Inhibits HGIII-sPLA2 liposome hydrolysis, primary screen | QFRET BODIPY PC-A2 liposome hydrolysis, fluorescence | 0.56% of 370,000 active | AID 743126 | inhibition, % at 12.2 µM | Q9NZ20;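 active = inhibition above mean plus 3 SD of compounds lying within the high and low control bounds, cut at about 19% in these data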;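 note: 0% = median of test compound wells and 100% = no enzyme DMSO wells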
SMARCA2 act: SMARCA2 function activation, primary screen; 1% of 370,000 active; MG213 cells, MMTV-luciferase reporter, dexamethasone, overnight; activation, % at 9.1 µM; in the data active = activation above about 7.8%;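 note: 0% = vehicle wells and 100% = reference activator wells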
DAX1 inh-2: inhibitors of DAX1 repression of SF-1 activated StAR promoter. HEK293T StAR-luciferase reporter, SF-1/DAX-1 repression relief. inhibition, % at 6.8 µM. 1.1% of 370,000 active. AID 652010;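 active = inhibition above the mean over all tested compounds plus 3 SD, cut at about 3.6% in these data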;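 note: 0% = DAX-1 cells with DMSO and 100% = cells lacking DAX-1 with DMSO; higher inhibition means more luminescence from relief of DAX-1 repression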
proKLK7 act: proKLK7 (human) activation, primary screen; 0.9% of 370,000 active; activation, % at 7 µM; P49862; purified proKLK7, EDANS-DABCYL substrate fluorescence; 100% is mature enzyme control, 0% vehicle;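 active = activation above the mean of all tested compounds plus 3 SD, computed per campaign excluding outliers beyond control limits, cut at about 13% in these data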
NPR2 activator: GC-B (human) receptor activation. P20594. HEK293-GC-B cells, CNP EC30, cGMP TR-FRET; 0% at EC30 CNP, 100% saturating CNP. activation, % at 10 µM. 0.11% of 370,000 active. AID 1920062;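 active = activation at 10 µM reaching about 35% in either raw or pattern-adjusted values, limit read from the data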
Target sequence (P20594 whole entry, looked up): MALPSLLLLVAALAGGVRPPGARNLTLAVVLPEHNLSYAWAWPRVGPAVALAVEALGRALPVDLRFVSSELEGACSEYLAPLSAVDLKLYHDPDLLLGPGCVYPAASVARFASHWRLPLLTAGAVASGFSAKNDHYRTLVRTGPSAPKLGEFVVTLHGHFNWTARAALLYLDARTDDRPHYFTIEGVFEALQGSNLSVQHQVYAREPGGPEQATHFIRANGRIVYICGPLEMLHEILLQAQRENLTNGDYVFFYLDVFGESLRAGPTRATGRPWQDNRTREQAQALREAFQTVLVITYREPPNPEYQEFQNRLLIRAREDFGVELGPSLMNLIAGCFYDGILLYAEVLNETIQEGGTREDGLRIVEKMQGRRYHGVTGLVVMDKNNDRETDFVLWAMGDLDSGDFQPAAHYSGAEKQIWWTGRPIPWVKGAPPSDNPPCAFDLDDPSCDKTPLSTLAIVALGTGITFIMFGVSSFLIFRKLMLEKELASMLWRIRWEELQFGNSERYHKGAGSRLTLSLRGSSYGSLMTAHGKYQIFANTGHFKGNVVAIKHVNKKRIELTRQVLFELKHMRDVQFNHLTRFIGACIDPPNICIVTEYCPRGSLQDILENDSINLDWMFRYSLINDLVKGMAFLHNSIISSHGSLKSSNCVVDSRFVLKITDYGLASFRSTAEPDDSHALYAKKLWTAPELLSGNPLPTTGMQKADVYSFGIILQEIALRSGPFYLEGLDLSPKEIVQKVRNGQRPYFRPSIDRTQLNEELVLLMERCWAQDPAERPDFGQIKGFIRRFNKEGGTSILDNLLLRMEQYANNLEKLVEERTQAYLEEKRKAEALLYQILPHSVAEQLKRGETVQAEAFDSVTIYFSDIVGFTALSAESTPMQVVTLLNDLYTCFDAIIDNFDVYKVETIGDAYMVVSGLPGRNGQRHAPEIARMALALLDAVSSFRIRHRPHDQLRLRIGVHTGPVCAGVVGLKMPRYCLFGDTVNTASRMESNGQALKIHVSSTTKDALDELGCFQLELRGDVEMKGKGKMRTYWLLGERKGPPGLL
hcDAF12 agonist: activators of H. contortus DAF-12 nuclear receptor; HEK293 hcDAF-12 lit1-tk-luc reporter, luminescence; 0% DMSO, 100% Δ7-dafachronic acid; activation, % at 6.8 µM; 1.4% of 370,000 active;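 active = activation above the mean of all tested compounds plus 3 SD, cut at about 5.5% in these data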;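 note: 100% = response to 3 µM Δ7-dafachronic acid high control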
The depositor's hits bear a star; · = not tested or not shown.

SMILES	GAA850 FXN act	hgDAF-12 ag	ssDAF12 agonist	NPR1 activator	DAX1 inh-1	HGIII-sPLA2 inh	SMARCA2 act	DAX1 inh-2	proKLK7 act	NPR2 activator	hcDAF12 agonist
C=CCOc1ccc(CNC(C)(C)C)cc1OC	-0.5	-1.4	-1.1	0	0.0	-4	1	-0.5	-0.3	2	-1.3
Cc1c(NC(=O)/C(C#N)=C/c2c(N3CCCCC3)nc3ccccn3c2=O)c(=O)n(-c2ccccc2)n1C	-1.7	-1.2	-1.3	0	1.3	3	-2	0.1	0.2	5	-2.6
COc1ccc2sc(-c3ccccc3OC)c(-c3ccc(OCCN4CCCC4)cc3)c2c1	0.7	0.6	-0.8	-5	0.5	-16	-1	-0.1	-0.9	-8	0.0
CCc1nn(-c2cc(Oc3cccc4ccccc34)nc(-c3ccccc3)n2)c(N)c1C#N	0.4	-0.2	-0.7	10	1.3	3	0	-0.1	-0.4	3	-0.5
Cc1cccc(C)c1NC(=O)C1(N2CCN(C(=O)c3ccco3)CC2)CCCCC1	1.8	-3.2	-1.4	-1	0.0	2	-2	-0.2	-0.7	2	-0.7
CC(C)C[C@H](NC(=O)c1nc[nH]c1C(=O)NC(c1ccccc1)c1ccccc1)C(=O)OCc1ccccc1	-1.4	-0.5	-1.6	-3	-0.8	-6	1	0.0	-0.1	3	-1.6
Cc1ccc(N2CCN(S(=O)(=O)c3ccc(C)cc3)CC2)cc1	0.5	-1.2	-1.4	-8	0.8	-5	0	-0.2	-0.4	-1	-2.0
Cc1ccc(OCc2cc(C(=O)N3CCN(C4CCCCC4)CC3)no2)cc1C	5.9	4.2	-0.6	2	2.2	-17	4	6.4*	0.4	-1	1.5
Cc1ccc(C)c(N2N=C(C(=O)Nc3ccccc3N3CCOCC3)CCC2=O)c1	0.2	-3.2	-1.6	1	0.7	-2	-2	-1.9	0.1	-2	-2.1
CCOP(=O)(O)c1ccccc1OCCOCCOc1ccccc1P(=O)(O)OCC	-2.8	0.1	-1.8	0	-0.5	0	-2	-0.4	0.2	4	1.3
CCOC(=O)c1c(NC(=O)CC2Nc3cc(C)c(C)cc3NC2=O)sc(C)c1C (configuration not stated)	-1.0	-1.9	-0.9	0	1.4	-14	1	0.2	-1.1	11	-1.8
Cn1c(=O)c2c(ncn2CCCC(=N)N2CCOCC2)n(C)c1=O	0.3	1.8	-1.3	-1	-0.1	1	1	-1.1	0.1	6	-1.2
COc1ccc(CCN2C(=O)c3cccnc3C2=O)cc1OC	0.5	-0.8	-1.2	2	0.5	3	-4	0.0	0.4	-2	-1.2
O=C(CSc1ccccn1)Nc1ccc2c(c1)oc1ccccc12	4.0	8.5	-1.1	-3	-0.3	-17	3	0.8	0.0	-8	4.9
CCOC(=O)c1ccc(-n2c(CCC(=O)O)ccc2-c2cccs2)cc1	4.7	2.6	-0.8	3	-0.5	-30	0	-0.1	0.8	-2	-0.9

The last 3 entries of the part before open the next one:
SMILES	GAA850 FXN act	hgDAF-12 ag	ssDAF12 agonist	NPR1 activator	DAX1 inh-1	HGIII-sPLA2 inh	SMARCA2 act	DAX1 inh-2	proKLK7 act	NPR2 activator	hcDAF12 agonist
COc1ccc(CCN2C(=O)c3cccnc3C2=O)cc1OC	0.5	-0.8	-1.2	2	0.5	3	-4	0.0	0.4	-2	-1.2
O=C(CSc1ccccn1)Nc1ccc2c(c1)oc1ccccc12	4.0	8.5	-1.1	-3	-0.3	-17	3	0.8	0.0	-8	4.9
CCOC(=O)c1ccc(-n2c(CCC(=O)O)ccc2-c2cccs2)cc1	4.7	2.6	-0.8	3	-0.5	-30	0	-0.1	0.8	-2	-0.9
CC12CCC(=O)N1C(C(=O)N1CCN(S(=O)(=O)c3ccccc3F)CC1)CS2 (configuration not stated)	-0.5	-1.5	-1.0	3	-0.1	14	-3	0.5	0.1	0	-0.1
O=C(CCC1COc2ccccc2O1)Nc1ccccn1 (configuration not stated)	-1.1	-0.5	-1.4	3	-0.2	1	5	-0.8	0.6	4	-1.3
COc1cc(Cl)c(C)cc1NC(=O)CSc1nnc(-c2cccnc2)n1Cc1ccco1	-4.1	0.6	-1.7	-4	1.4	-8	-3	-0.4	0.5	-11	-1.0
COCC(=O)N/N=C\c1ccc(OC/C=C/c2ccccc2)c(OC)c1	1.3	0.5	-1.1	-1	0.4	-5	-1	-1.1	0.5	1	-1.3
O=C(COc1ccccc1)Nc1ccc(-c2ccc(N3CCOCC3)nn2)cc1	5.2	2.4	-0.9	-1	0.7	-10	2	1.2	0.7	-4	0.5
Cc1ccc(C(=O)CSc2ncnc3ccccc23)o1	3.6	7.7	-0.1	-2	0.1	-6	1	0.3	-0.1	-7	3.1
O=C(CCc1ccccc1)NC1(Cc2ccccc2)CCN(CCc2cccs2)C1=O (configuration not stated)	-0.8	0.6	-1.0	-4	0.6	-6	1	-0.2	-0.1	-5	-1.0
O=C(c1ccc(Cl)c(Cl)c1)c1cnc(Nc2ccccc2)s1	0.3	1.5	-0.8	-1	-0.5	5	5	-0.8	-0.4	-2	-0.5
COc1cc(Nc2ccc(S(N)(=O)=O)cc2)c([N+](=O)[O-])nc1[N+](=O)[O-]	1.5	0.8	-0.9	-6	2.7	1	-2	-0.8	-0.5	1	-0.8
C=CCn1c(=O)c(C(=O)NCCc2ccc(Cl)cc2)c(O)c2cc(OC)c(OC)cc21	0.2	2.8	-0.3	14	0.2	-3	-1	-0.2	0.0	-9	-1.5
COc1ccc(NC(=O)CN(C)C(=O)c2ccccc2Sc2ncnc3sc(C)c(C)c23)cc1	-2.7	2.7	-0.3	-3	-0.3	7	-4	1.1	0.4	0	1.1
CCOC(=O)C1CCN(C(=O)CCn2c(=O)[nH]c3ccccc3c2=O)CC1	0.5	2.3	-1.0	-1	1.0	0	-2	-0.2	1.3	-6	-0.5
CCN1CCN(CCCN(Cc2ccco2)C(=S)Nc2ccc(Cl)cc2)CC1	0.6	-3.3	-1.7	-1	-0.3	4	0	-0.1	-0.4	-2	-0.1
OCCNc1nc(-c2ccccc2)nc2ccccc12	2.1	5.1	1.1*	5	-0.2	-6	1	-0.5	-0.2	3	0.7
COc1ccc(N(CC(=O)NC2CC2)S(=O)(=O)c2ccccc2)cc1	0.3	-0.5	-0.5	-1	1.0	5	-1	0.6	0.3	0	-2.4
O=C(CCC(=O)c1cccs1)NCCc1ccc(F)cc1	-0.1	-3.1	-0.1	3	2.0	-2	-1	3.8*	-0.3	1	3.0
CC(=O)Nc1sc(NC(=O)c2ccc([N+](=O)[O-])cc2)nc1-c1cccs1	-0.7	-0.7	-0.9	-1	-1.8	-1	9.4*	0.5	-0.1	5	-1.0
COCCn1c(-c2ccc(NC(C)=O)cc2)nc2c1c(=O)[nH]c(=O)n2CC(C)C	3.6	-0.9	-0.3	0	-0.6	4	-3	0.1	-0.7	0	-0.6
CCn1c(CCCNC(=O)c2ccco2)nc2ccccc21	-0.3	1.4	-1.1	0	-1.2	1	2	0.6	-0.1	-6	-0.9
C/C(Cl)=C\Cn1c(N2CCCC2)nc2c1c(=O)n(C)c(=O)n2C	2.7	0.3	-1.2	7	-0.5	5	-2	-0.4	-0.1	3	-0.7
NC(=S)Nc1ccc(S(=O)(=O)c2ccc(NC(N)=S)cc2)cc1	1.1	-2.1	-1.1	-1	1.4	-12	8	0.1	-0.5	0	-0.5
CC(C)CN(CC(C)C)C(=O)CSc1nc2cccnc2n1C	·	-5.5	-1.0	-2	·	5	-1	-1.6	-0.3	4	-3.0
CC(C)Cn1c(SCC(=O)Nc2ccc3[nH]c(=O)[nH]c3c2)nc2ccccc2c1=O	2.1	-1.5	-0.8	-2	-0.4	9	-1	0.1	0.4	-13	-1.6
Cc1ccc(CN2CCN(CC(C)C)C(CCO)C2)s1 (configuration not stated)	4.6	15*	0.1	-6	3.4	-2	7	0.2	-0.3	1	3.8
O=C(NNc1ccc(F)cc1F)C1CCC1	1.3	1.2	-1.3	1	0.1	0	-2	-0.1	-0.2	2	-2.0
COC(=O)c1c(NC(C)=O)sc2c1CCCC2	2.0	0.9	-1.1	-3	1.3	4	2	-0.2	0.7	-6	-0.3
Cn1c2c(c(=O)n(C)c1=O)CN(CCc1ccccc1)CN2	-0.5	0.7	-1.5	3	0.5	2	0	-0.7	0.9	4	2.1
O=C(OCC(=O)c1c[nH]c2ccccc12)c1cc2ccccc2cc1O	1.8	0.7	-1.1	0	-1.0	6	-5	-0.4	-1.2	1	8.0*
C/C(=N\N1C(=O)c2ccccc2C1=O)c1cccc([N+](=O)[O-])c1	0.9	2.6	-1.7	-3	0.1	-3	3	1.1	0.2	-1	-2.5
CCN(CC)Cc1nc2c(c(=O)[nH]1)C1(CCCCC1)Cc1ccccc1-2	0.7	0.2	-1.0	-2	0.7	2	-3	-0.1	-0.1	-5	-0.8
Cc1c(C(=O)NNC(=O)c2csc(N3CCOCC3)n2)oc2ccccc12	-0.3	-0.9	-1.4	0	0.7	2	0	1.1	0.2	1	-0.8
CCOc1cc(C(=O)NCc2ccco2)cc(OCC)c1OCC	-0.7	0.3	-0.7	1	-0.8	5	-1	-0.9	0.7	2	-0.1
COc1cccc(C(=O)OCCN2C(=O)c3ccccc3C2=O)c1OC	2.1	1.3	-0.9	-2	-0.2	-1	-2	-1.0	-0.1	-1	-0.8
Cc1cccc(C(=O)Nc2ccnc(-c3cccnc3)n2)c1	1.6	-2.2	-1.7	2	-3.7	-4	2	-1.8	0.3	0	-2.5
CCc1ccccc1NC(=O)c1cc(C)no1	-0.2	-1.4	-1.2	2	1.0	3	2	-0.5	-0.5	4	0.9
COC(=O)[C@]12CCCCC=C1N(Cc1ccccc1)C(=O)[C@H](CC(=O)N1CCN(C(=O)c3ccco3)CC1)C2	·	-2.7	-1.5	-1	·	1	-2	-1.5	0.1	0	-1.4
COCCOC(=O)c1c(NC(=O)CN(C)c2ccccc2)sc(C(N)=O)c1C	1.2	-2.1	-2.2	-4	0.1	-2	-2	-0.2	-0.1	-10	-1.4
Cc1cc(C)c(NC(=O)OCCN2CCOCC2)c(C)c1	0.7	1.2	-0.6	4	0.9	9	0	0.6	0.4	6	0.7
COc1ccc(N2CCN(CC(=O)Nc3nnc(-c4ccccc4)s3)CC2)cc1	3.3	0.9	-0.1	4	1.9	-4	0	-0.4	0.2	-7	-0.7
CC(C)CNC(=S)N(CCN(C)C)Cc1cc2cc3c(cc2[nH]c1=O)OCO3	0.0	-1.1	-1.6	2	1.7	5	-1	0.5	2.9	5	-0.9
CCC(C)NCCCOc1ccc([N+](=O)[O-])cc1 (configuration not stated)	1.1	-0.9	-1.3	1	0.0	0	1	-0.2	0.1	2	-1.3
O=C(c1cccs1)N1CCN(C2CCCCC2)CC1	-2.4	2.5	-0.7	-3	0.2	9	-3	0.4	-0.1	6	0.5
Cc1cc(S(=O)(=O)NCC(C)C)ccc1OCC(=O)NC1CC1	-0.2	0.5	-1.1	-3	0.2	4	-2	-0.4	0.0	-4	0.5
